# Screens (PubChem)
# Measles CPE – protection of cells from measles virus; Measles virus-infected cells, CPE protection, absorbance; protection (pct of control), % at 4 µM; actives 1.5% (n = 140,000); AID 841; in the data active = protection mostly above about 24%, no sharp cut-off; inactive = mostly below about 26%; note: some compounds called inactive have numbers as strong as hits
# PTEN del growth – suppresses growth of cells with PTEN deletion; HCT116 PTEN-null viability, CellTiter-Glo, 60 h; active compounds read low; viability, % at 10 µM; actives 1.2% (n = 140,000); AID 827;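 active = viability at or below a set limit, 4 SD under the median of all tested compounds, cut at about 3.7% in these data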;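 note: PTEN knockout HCT116 line with beta catenin targeted HCT116 as companion control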
# MRP1 act – activates MRP-1 | AID 799 | actives 0.61% (n = 140,000) | viability increase, % at 10 µM | H69AR cells + doxorubicin, viability rescue, CellTiter-Glo;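 active = viability gain under doxorubicin at or above a set limit, the compound median plus 3 SD, cut at about 4.7% in these data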;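 note: MRP-1 overexpressing cells given doxorubicin 25 µM after compound pretreatment; 18-22 h compound pretreatment then 72 h with doxorubicin before readout; 0% = doxorubicin-only wells and 100% = vehicle-treated cells without doxorubicin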
# Yeast life ext – yeast lifespan extension; S. cerevisiae growth with nicotinamide, OD615; deaD strain in restrictive glucose medium; inhibition of the nicotinamide effect, % at 10 µM; actives 0.68% (n = 130,000); AID 775;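 active = inhibition above a set limit, placed 3 SD over the median of all compounds, cut at about 26% in these data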;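 note: 0% = nicotinamide-treated wells and 100% = cells grown without nicotinamide; some compounds called inactive have numbers as strong as hits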
#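 Assay system: engineered S. cerevisiae DeaD replicative-lifespan strain, galactose-grown log-phase cells; medium: restrictive CSMM-D dextrose medium; also added: nicotinamide, 1.5 mM, co-present with compound; schedule: 48 h compound exposure at 30 °C, humidified; detection: absorbance at 615 nm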
# NPY Y2 blocker – NPY-Y2 (human) receptor antagonism; P49146; NPY-Y2 expressing cells, antagonist mode; inhibition, % at 2.7 µM; actives 0.99% (n = 140,000); in the data active = inhibition above about 17%;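 note: 0% = vehicle with agonist challenge and 100% = reference antagonist with challenge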
# Target sequence (P49146 whole entry, looked up): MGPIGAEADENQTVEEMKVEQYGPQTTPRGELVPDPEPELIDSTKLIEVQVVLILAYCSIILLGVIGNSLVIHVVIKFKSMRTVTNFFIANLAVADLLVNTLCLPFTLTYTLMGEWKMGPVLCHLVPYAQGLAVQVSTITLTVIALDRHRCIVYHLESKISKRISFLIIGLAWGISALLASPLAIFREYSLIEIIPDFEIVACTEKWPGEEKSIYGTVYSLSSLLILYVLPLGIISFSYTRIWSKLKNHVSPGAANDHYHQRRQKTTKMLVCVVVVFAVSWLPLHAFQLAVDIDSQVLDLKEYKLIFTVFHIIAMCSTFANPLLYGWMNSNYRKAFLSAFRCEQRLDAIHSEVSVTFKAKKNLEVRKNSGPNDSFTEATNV
# GALR2 antag – GALR2 (human) receptor antagonism. O43603. GALR2-expressing cells, antagonist mode. inhibition, % at 4 µM. actives 0.39% (n = 140,000). AID 828; in the data active = inhibition above about 27%;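 note: cells stimulated with galanin 1-16 at roughly its EC80; 0% = agonist challenge control and 100% = basal control without agonist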
# Target sequence (O43603 whole entry, looked up): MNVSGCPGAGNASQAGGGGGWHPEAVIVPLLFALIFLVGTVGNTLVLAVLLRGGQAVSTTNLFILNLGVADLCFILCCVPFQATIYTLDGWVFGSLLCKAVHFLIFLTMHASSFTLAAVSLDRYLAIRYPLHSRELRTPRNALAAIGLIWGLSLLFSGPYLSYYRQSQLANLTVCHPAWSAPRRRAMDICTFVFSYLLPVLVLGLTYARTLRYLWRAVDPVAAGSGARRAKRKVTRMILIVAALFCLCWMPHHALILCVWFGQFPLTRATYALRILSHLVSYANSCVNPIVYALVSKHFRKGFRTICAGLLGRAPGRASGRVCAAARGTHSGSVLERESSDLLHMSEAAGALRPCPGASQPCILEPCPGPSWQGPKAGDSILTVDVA
# Yeast growth inh – yeast BB579 growth reduction in restrictive medium; actives 0.51% (n = 140,000); S. cerevisiae BB579 growth, OD615, 48 h; inhibition, % at 10 µM;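 active = inhibition above a set limit, 3 SD over the mean compound inhibition, cut at about 44% in these data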; note: inactives centre near -24
#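 Test system: S. cerevisiae DeaD strain BB579 yeast; Medium: restrictive CSMM-D medium; Compound: one dose, 10 µM compound with 0.25% DMSO; Incubation: 4 h cell preincubation, 48 h compound exposure, 30 °C humidified; Signal: OD at 615 nm; Benchmarks: amphotericin B at 10 µg/mL as positive control.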
# Phagocyt inh – macrophage phagocytosis inhibition; J774A.1 macrophage IgG-bead phagocytosis, imaging; inhibition, % at 5 µM; actives 0.07% (n = 110,000);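 active = inhibition above the mean of the plate negative controls plus 5 SD, cut at about 13% in these data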;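 note: phagocytic index as fraction of beads internalized from green versus red external bead signal; plate controls were DMSO negative control for no effect and cytochalasin-D positive control for full effect; some results beyond the cut were filed as inactive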
# bCat KO growth – beta-catenin-lacking colon tumor cell growth suppression. viability, % at 10 µM. HCT116 beta-catenin knockout viability, CellTiter-Glo, 60 h; active compounds read low. actives 1.5% (n = 140,000);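 active = viability at or under a set limit, the compound median less 4 SD, cut at about 6% in these data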;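 note: 0% = Hyamine 1622 control at 20 µM and 100% = untreated cell control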
# E-sel TNF inh – TNF alpha driven E-selectin expression inhibition. inhibition, % at 2 µM. actives 0.71% (n = 120,000). HUVEC TNFa-induced E-selectin immunofluorescence, high content. AID 1246;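 active = inhibition above the batch mean plus 3 SD, and confirmed as a hit on visual image review, cut at about 43% in these data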;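 note: 0% = TNF-stimulated DMSO wells and 100% = unstimulated control wells; not every result past the cut was called active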
# * hit, by the source's call; · = not tested or not shown.
compound	Measles CPE	PTEN del growth	MRP1 act	Yeast life ext	NPY Y2 blocker	GALR2 antag	Yeast growth inh	Phagocyt inh	bCat KO growth	E-sel TNF inh
c1ccc(N2CCCCC2)c(NC2=NCCC2)c1	16.9	103.3	-0.9	-5.2	6.7	3.2	-62.2	-0.8	93.2	·
O=C1C2C3C=CC([C@@H]2C(=O)N1C1CCCCC1)[C@H]1C(=O)N(C2CCCCC2)C(=O)C31 (stereo not given in full)	19.6	90.0	0.6	-2.2	-1.6	-8.1	0.0	·	94.5	15.6
COc1ccc(C)cc1NCc1cc(=O)oc2cc(-c3ccccc3)c(O)cc12	10.9	46.3	-4.2	-0.1	-3.4	-11.0	-20.0	-6.1	73.3	-0.6
Cc1nn(Cc2ccc(Cl)cc2)c(C)c1NC(=O)c1noc2c1CCc1ccccc1-2	12.3	41.7	3.0	-6.3	11.4	-0.2	-0.5	·	55.3	-8.0
O=C(Nc1cccc(Cl)c1)c1ccncc1	19.1	100.8	-0.2	-18.4	1.8	-4.2	-53.9	-2.0	102.2	-5.1
CCOc1ccc(N2C(=O)c3cccnc3C2Nc2ccc(C)cc2)cc1 (stereo not given)	9.7	94.9	0.2	-5.8	-0.6	-9.9	-4.9	1.0	82.8	-7.6
CCCS(=O)(=O)N1CCCC(C(=O)NCCN(CC)CC)C1 (stereo not given)	5.7	93.2	-0.3	-11.7	-0.4	10.0	-50.9	0.7	92.5	7.4
CC(OC(=O)c1cccnc1)C(=O)NCc1ccc2c(c1)OCO2 (stereo not given)	14.5	98.1	1.5	-1.8	4.2	-9.6	-19.2	-6.0	96.7	-16.6
COc1ccc(NC(=S)NCCC(c2ccccc2)c2ccccc2)c(OC)c1	7.1	49.5	-3.5	-0.3	5.3	-0.1	17.2	-1.3	49.9	16.0
CCOC(=O)c1c(C)c(C(=O)NC(C)COC)c(C)n1CC (stereo not given)	12.2	99.2	-1.9	-4.5	1.3	7.1	-48.2	-0.8	115.4	-16.3
O=C(CNC(=O)OCc1ccccc1)NCC(=O)N1CCCC1C(=O)OCc1ccccc1 (stereo not given)	34.5	81.1	-3.9	-12.9	0.8	3.7	-30.4	-1.6	86.8	-7.3
Cc1ccoc1C(=O)NCc1occc1C(=O)O	41.1*	106.0	-1.1	-3.9	3.0	13.0	-30.6	-0.9	99.5	-24.3
CN(C)N1C(N)=C(C#N)C(c2ccsc2)C2=C1CC(C)(C)CC2=O (stereo not given)	13.8	98.8	-3.2	0.1	-1.9	6.0	-7.7	-6.8	99.5	·
CN1CCc2c1nc1ccccc1c2N=C1CCCN1Cc1ccccc1	4.4	63.2	-2.8	3.7	21.9*	13.0	-17.5	-1.7	60.7	-14.2
CC1CCN(C(=S)c2cn(Cc3ccc(F)cc3)c3ccccc23)CC1	9.2	50.8	-1.2	-20.1	7.0	-4.3	-0.1	0.7	36.0	-23.1
COc1ccc(NC(=O)c2csc(Cc3ccccc3)n2)cc1	12.9	87.5	-1.6	-12.1	2.1	2.2	-6.0	-0.4	93.8	·
COc1cccc2c(=O)ccoc12	2.7	87.3	-1.1	-5.6	0.9	0.6	-33.3	2.4	84.2	18.8
O=C(c1cccs1)N1CCN(Cc2cccc([N+](=O)[O-])c2)CC1	3.0	96.7	-2.0	0.7	4.7	-15.0	-12.9	-5.3	89.5	·
Clc1ccc(CNc2nnnn2-c2ccccc2)c(Cl)c1	8.6	84.5	-0.5	-5.5	7.2	-8.0	-27.9	0.4	81.3	25.7
CC(C)c1ccc(/C=N/NC(=O)C(=O)NCCCN2CCOCC2)cc1	24.1	94.2	-0.8	-2.2	-0.2	-2.5	-3.4	-6.2	100.6	·
Cn1c(COc2ccc3ccccc3c2)nnc1SCC(N)=O	10.2	105.0	-0.9	-5.3	2.2	-4.4	-70.0	-0.7	87.5	·
Cc1ccc(NC(=O)C2(N(C(=O)Cn3nnnc3N)c3ccc(C)cc3)CCCCC2)cc1	26.7	60.6	-3.0	-10.6	1.3	-0.5	-31.9	-2.9	64.1	·
Cc1ccc(C(=O)O/N=C(\N)c2cccnc2)cc1[N+](=O)[O-]	13.8	98.6	-1.7	-5.7	3.5	-3.5	-33.1	-5.1	99.6	11.5
CCN(CC)c1ccc(/C=N/NC(=O)CCC(=O)NCc2ccccc2)c(O)c1	1.2	16.0	4.6	9.6	1.1	21.0	-21.6	-2.3	17.7	·
COc1ccccc1Nc1nc(N)nc(CSc2ncccn2)n1	1.5	104.3	-1.3	-5.3	-2.1	-3.5	-21.3	-4.3	98.9	7.8
CCCC(=O)Nc1ccc(Cl)c(NC(=O)C(C)(C)C)c1	28.7	101.1	-0.9	5.3	2.0	4.7	-16.1	-1.6	92.6	8.9
Cc1nc2ccsc2c(=O)n1-c1ccc(Cl)cc1	2.0	100.9	-0.8	0.7	1.8	-3.7	-15.7	-2.4	101.7	·
Cc1cccc(OCCC(=O)NCC(=O)Nc2cccc(C)c2C)c1	5.1	91.1	-1.8	-0.9	5.1	-0.5	-25.7	-12.0	91.0	·
CCOc1ccc(N2C(=O)CC(SC(=NC)Nc3ccc4c(c3)OCO4)C2=O)cc1 (stereo not given)	9.3	106.7	-1.7	-7.3	0.1	2.0	-27.5	-1.2	99.8	·
CCOc1ccccc1Oc1coc2cc(OC)ccc2c1=O	6.5	103.4	-2.0	-7.0	1.5	-0.6	-21.8	·	96.3	10.5
CCOC(=O)N1CCN(c2cc(=O)n(-c3ccc(OC)cc3)c(=O)[nH]2)CC1	22.2	116.0	-0.6	-12.6	0.8	11.3	-35.5	-1.6	103.9	-26.2
COc1ccc(NC(=O)COC(=O)c2ncc(Cl)c(Cl)c2Cl)c(OC)c1	15.4	96.1	-2.4	0.1	5.5	1.1	-33.2	·	93.8	·
CCOc1cc(C(=O)OCc2ccc(C(=O)OC)o2)cc(Br)c1OC	10.1	93.7	-1.2	-6.6	8.4	-1.0	-16.7	-2.5	97.1	-46.6
Cc1cc(C)n(-c2nc3ccccc3c(=O)n2OCc2ccc(F)cc2)n1	23.8	82.3	-1.0	38.8	7.0	14.3	-25.8	0.7	83.7	-25.1
CC(C)NC(=S)NNC(=O)C12CC3CC(CC(C3)C1)C2	6.2	102.6	-0.1	0.7	1.1	3.0	-43.2	0.3	102.5	·
O=S(=O)(NCC(c1ccccc1)N1CCNCC1)c1ccc(Cl)cc1 (stereo not given)	2.3	92.6	-1.9	-0.1	-2.2	-1.8	-53.1	0.0	76.8	21.1
Cc1ccc(Sc2c(C)nn(C(=O)CNS(=O)(=O)c3ccc(F)cc3)c2C)cc1	22.8	94.8	-1.8	0.3	3.1	9.3	-31.0	-5.7	88.2	·
COc1ccccc1CC(=O)Nc1c[nH]c(=O)[nH]c1=O	6.0	96.2	0.1	-0.9	0.7	-1.2	-11.2	·	91.0	4.6
CCCCN(CC)S(=O)(=O)c1ccc(C(=O)Nc2nnc(COC)o2)cc1	12.4	63.4	-4.3	1.9	1.8	3.4	-23.2	-2.7	55.1	·
N/C(=N\OC(=O)c1ccc([N+](=O)[O-])cc1)c1cccnc1	·	87.4	2.1	-3.8	-0.1	-2.4	5.3	3.2	92.9	·
Cc1ccnc(NC(=O)c2cc(-n3cnnc3)ccc2Cl)c1	18.2	90.0	-1.3	·	0.8	12.2	-1.8	·	96.1	-0.9
COc1cccc(Nc2nc(-c3ccc4c(c3)OCCO4)cs2)c1	16.3	33.7	-4.8	-6.0	0.9	-2.2	-38.8	-2.7	28.9	-30.4
C=CCn1c(-c2ccc3[nH]c(C)c(C)c3c2)n[nH]c1=S	41.1*	108.6	-1.0	-7.2	1.4	-1.2	-32.4	2.8	105.8	5.4
OCCN1CCN(C(=S)c2ccc(Br)cc2)CC1	19.7	95.8	-2.1	-4.8	0.8	-2.0	-6.0	·	86.7	-15.2
C#CC1(O)CC(C)N(C)C(C)C1 (stereo not given)	13.6	94.6	0.0	0.0	3.1	-2.4	-35.5	-1.2	96.5	4.2
CCn1c(SCC(=O)Nc2ccc3c(c2)OCO3)nnc1-c1cnccn1	9.3	99.6	-1.6	-4.0	1.4	-3.6	-34.1	·	98.2	-19.2
O/N=C/c1ccc(OCc2ccccc2F)c(Cl)c1	3.9	102.9	-0.5	-9.1	7.8	-1.6	0.0	-5.6	99.7	29.8
Cn1cccc1CNC(=O)Nc1ccc(Cl)c(Cl)c1	8.0	59.3	0.3	-12.0	1.6	-3.4	-3.7	·	71.8	4.4
O=C1CCC([N+](=O)[O-])C(c2ccc(Cl)cc2Cl)N1 (stereo not given)	9.5	96.8	-1.3	-1.0	3.4	-3.2	-2.7	-0.8	100.3	18.8
Fc1ccc(Cl)cc1/C=N/n1cnnc1SCc1ccccc1	10.3	104.2	0.1	-7.6	10.7	-8.8	-71.2	-1.1	96.3	4.5
CC(C)(C)NC(=O)NC(=O)COC(=O)c1cccc(S(=O)(=O)N2CCCCC2)c1	21.5	94.9	0.3	-1.0	9.8	0.3	-35.4	-5.5	95.9	2.1
c1cc2c(cc1Cn1cnnn1)OCO2	15.8	94.1	0.1	-2.7	1.8	-4.2	-28.7	-0.3	93.3	-24.2
N#Cc1nc(-c2ccccc2)oc1NCC1CCCO1 (stereo not given)	8.0	92.3	0.1	-5.7	7.5	5.4	-19.1	-7.9	93.9	·
COc1cccc(C2CC(c3ccc(Cl)cc3)Nc3nc(N)nn32)c1 (stereo not given)	2.8	82.0	4.0	-9.6	4.0	1.5	-23.8	-0.6	87.5	-22.4
CCn1ncc(Cl)c1C(=O)NC(=S)Nc1c(C)cc(C)cc1[N+](=O)[O-]	9.1	89.9	-1.7	7.3	0.3	4.3	-54.0	-5.2	88.5	0.9
CC1CCN(C(=O)Cn2cc(C#N)c3ccccc32)CC1	19.2	91.4	-1.0	·	-1.1	-0.4	-11.6	·	94.1	-10.7
COc1ccc(Cn2c(-c3ccc(OC)cc3)nc3ccccc32)cc1	19.8	67.4	-3.4	·	20.9*	-6.6	-37.6	·	73.5	-4.5
O=C(CSc1nnc(COc2cccc3cccnc23)o1)c1ccc(F)cc1	2.8	43.9	-1.4	-5.6	1.6	-2.3	-35.7	-4.1	42.4	-26.0
Cc1cc(=O)oc2cc(OCC3CC(c4ccc(Cl)cc4)=NO3)ccc12 (stereo not given)	4.0	68.9	-1.4	-3.3	4.3	-8.3	-88.4	0.6	80.7	-12.7
CCCCc1nc(Cl)c(C#N)c2c1CSC(C)(C)C2	9.7	71.5	1.2	5.9	7.4	-5.5	-28.5	-3.1	75.5	-3.7
CCCOC(=O)c1ccc(S(N)(=O)=O)o1	10.8	103.8	-0.3	7.9	-1.2	11.8	-6.7	-7.5	96.5	·

# Random draw from the library; any-hit rate near 6.2%.
